Assay outcomes as filed in PubChem.
12-LOX inh – blocks human arachidonate 12S-lipoxygenase; AID 1671190; purified 12hLO, xylenol orange hydroperoxide absorbance; hit rate 1.1% among 580,000; Potency, µM (titrated, usually from 108 µM), for inactives: top-dose activity change, negative = inhibition, actives largely listed as inhibitors; note: % is set by controls: 0 for no effect and ±100 for the full control effect
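Hydroperoxide product was detected by ferrous iron/xylenol orange as the 573 to 405 nm absorbance ratio. Arachidonic acid at 40 uM (final) was turned over for 30 min at room temperature by 150 nM human 12hLO, pH 7.0 Hepes buffer, after 15 min compound preincubation.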
HP1b binding inh – HP1-beta chromodomain-methylated histone interaction inhibition. hit rate 0.56% among 390,000. P83916. AlphaScreen HP1-beta / biotin-H3K9me3 peptide binding. AID 540317. Potency, µM (series often up to 114 µM), for the others: top-dose activity change, negative = inhibition, actives largely listed as inhibitors; note: nearly all actives have a fitted effect of over 70% in size; inactives centre near 23
Target sequence (P83916 whole entry, looked up): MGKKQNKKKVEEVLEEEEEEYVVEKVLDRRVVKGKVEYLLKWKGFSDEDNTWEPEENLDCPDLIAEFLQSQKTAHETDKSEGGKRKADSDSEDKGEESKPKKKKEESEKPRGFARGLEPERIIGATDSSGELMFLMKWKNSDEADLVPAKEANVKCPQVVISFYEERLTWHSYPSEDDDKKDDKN
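AlphaScreen: HP1-beta (50 nM) preformed 30 min with biotin-H3(1-18)K9me3 peptide (50 nM) in PBS pH 7.4, 0.01% Tween-20. Compound added for 30 min at RT, then streptavidin donor/nickel chelate acceptor beads (10 ug/mL) for 30 min.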
GLS inh – glutaminase GLS (human) inhibition; hit rate 0.21% among 410,000; Potency, µM (titrated, usually from 45.5 µM), for the others: top-dose activity change, negative = inhibition, actives largely listed as inhibitors; O94925; GLS enzymatic activity, qHTS titration; note: % is set by controls: 0 for no effect and ±100 for the full control effect
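Compounds were pin-transferred onto hKGA, after which L-glutamine (1 mM solution) and a detection mix of glutamate oxidase, HRP and Amplex Red were added. Initial and 30 min RT fluorescence reads were collected.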
Tb PGK inh – T. brucei PGK inhibition | P07378 | PGK/GAPDH coupled, Kinase-Glo luminescence, 60 min | Potency, µM (doses to about 57.5 µM), for the others: at the highest dose activity change, negative = inhibition, most hits filed as inhibitors | hit rate 0.043% among 380,000; note: % is set by controls: 0 for no effect and ±100 for the full control effect; nearly all actives have a fitted effect of over 60% in size
Target sequence (P07378 whole entry, looked up): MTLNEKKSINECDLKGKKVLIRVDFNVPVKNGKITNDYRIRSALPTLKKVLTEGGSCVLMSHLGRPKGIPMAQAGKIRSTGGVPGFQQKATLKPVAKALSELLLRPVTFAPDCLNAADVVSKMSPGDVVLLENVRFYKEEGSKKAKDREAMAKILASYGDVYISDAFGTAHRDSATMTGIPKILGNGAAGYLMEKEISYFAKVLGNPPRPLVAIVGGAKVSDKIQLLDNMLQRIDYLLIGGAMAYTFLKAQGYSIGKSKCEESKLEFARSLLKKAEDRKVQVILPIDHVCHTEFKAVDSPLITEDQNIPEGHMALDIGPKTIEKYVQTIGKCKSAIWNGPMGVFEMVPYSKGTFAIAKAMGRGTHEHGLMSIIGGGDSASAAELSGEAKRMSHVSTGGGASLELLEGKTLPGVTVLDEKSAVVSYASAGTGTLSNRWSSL
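Recombinant glycosomal PGK reaction used 1,3-bisphosphoglycerate generated in-well by GAPDH (100nM final) in 100mM TEA pH 7.6, 5mM MgCl2, 0.01% Tween-20. After 60 minutes at room temperature, ATP was read by Kinase-Glo Plus luminescence end-point.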
rTrxR1 inhibitor – blocks rat thioredoxin reductase 1; O89049; recombinant rTrxR1, NADPH fluorescence consumption, selenite substrate; Potency, µM (doses to about 114 µM), inactives show at the highest dose activity change, negative = inhibition, actives largely listed as inhibitors; hit rate 1% among 390,000; AID 588453; note: % is set by controls: 0 for no effect and ±100 for the full control effect; nearly all actives have a fitted effect of over 65% in size
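Rat TrxR1 (90 nM in the dispensed reagent) was pre-reduced with 400 uM NADPH for 5 min at room temperature, then incubated with compound for 15 min. After 400 uM selenite was added, NADPH fluorescence (Ex 340/Em 450 nm) was followed for 8 min.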
ERG-DNA inh – blocks human ERG Ets domain binding to DNA; P11308; fluorescence polarization, His-ERG Ets domain / labelled DNA; Potency, µM (titrated, usually from 76.9 µM), inactives show top-dose FP activity, negative = inhibition, hits mostly inhibitors; hit rate 0.028% among 370,000; AID 624246; active = well fitted inhibition curve with a large enough effect in the polarisation, with a control signal flat; inconclusive = small, poorly fitted or top-dose-only effect, or effect the other way, or a change in a side signal; inactive = no such curve, though single readings can be large or run the other way; the % refers to the polarisation;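 note: polarization taken with two DNA probes labelled with fluorescein and Texas red; % of control where 0% means no effect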
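His-tagged ERG Ets domain (1 uM in the protein solution; 300mM KCl, 50mM Tris-HCl, 1mM EDTA, 1mM DTT, pH 7.5) received compound, then a probe mix of 5 nM fluorescein-DNA and 100nM Texas-615-DNA. Fluorescence polarization was read for both dyes.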
Pin1 inhibitor – human Pin1 inhibition; AID 504891; Potency, µM (doses to about 115 µM), for inactives: at the highest dose activity, negative = inhibition, most hits filed as inhibitors; hit rate 0.009% among 390,000; Q13526; Pin1 FP peptide displacement, HiFluor488, 10 min; active = well fitted inhibition curve with a large enough effect in the polarisation, with a control signal flat, not every such curve was filed as active; inconclusive = small, poorly fitted or top-dose-only effect, or effect the other way, or a change in a side signal; inactive = no such curve, though single readings can be large or run the other way; the % refers to the polarisation; note: % is set by controls: 0 for no effect and ±100 for the full control effect
Target sequence (Q13526 whole entry, looked up): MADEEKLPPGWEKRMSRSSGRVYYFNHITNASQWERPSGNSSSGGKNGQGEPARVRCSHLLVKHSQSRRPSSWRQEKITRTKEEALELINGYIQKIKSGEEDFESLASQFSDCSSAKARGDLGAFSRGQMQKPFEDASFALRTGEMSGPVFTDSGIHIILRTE
JMJD2A Tudor – blocks the human JMJD2A Tudor domain. AID 504339. AlphaScreen JMJD2A-Tudor / H3K4me3 peptide binding. Potency, µM (top dose mostly 114 µM), without a hit: at the top dose activity change, negative = inhibition, usual class: inhibitors. hit rate 4.4% among 390,000; note: % is set by controls: 0 for no effect and ±100 for the full control effect; nearly all actives have a fitted effect of over 50% in size
RGS4 inhibitor – blocks human RGS4-accelerated GTP hydrolysis; Potency, µM (doses to about 114 µM), inactives show at the highest dose activity change, negative = inhibition, most hits filed as inhibitors; Transcreener GDP fluorescence polarization, RGS4-accelerated GTP hydrolysis; hit rate 0.039% among 390,000; note: % is set by controls: 0 for no effect and ±100 for the full control effect; nearly all actives have a fitted effect of over 75% in size; some results filed as inactive show a strong effect at the top dose
Target sequence (P49798 whole entry, looked up): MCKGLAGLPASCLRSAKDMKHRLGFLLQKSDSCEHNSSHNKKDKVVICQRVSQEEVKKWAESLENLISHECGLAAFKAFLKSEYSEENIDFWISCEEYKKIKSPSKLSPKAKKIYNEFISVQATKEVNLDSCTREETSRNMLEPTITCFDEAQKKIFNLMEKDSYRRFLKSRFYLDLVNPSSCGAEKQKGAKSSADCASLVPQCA
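MLSMR compounds (23 nl, pin-transferred) preincubated 10 min at room temperature with a 500nM (2x) first reagent, then RGS4 at 900nM (2x) plus Transcreener GDP mix added; fluorescence polarization (620/688 nm) read before and after 90 min at 30 °C.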
* = called active by the depositor; i = inactive; ? = inconclusive; · = not tested or not shown; & = joins results of further samples; [ ] = dose if it differs, or a comment. Unless noted, calls come from the whole dose curve; as a rule, active = well fitted curve in the direction sought with a large enough effect; inconclusive = small, poorly fitted or top-dose-only effect, or another doubt; inactive = no such curve, though single readings can be large; an effect the other way counts as inactive or inconclusive. Potency is the fitted concentration of half-maximal effect. This is a subset, so the mix of outcomes need not match the whole.

SMILES | 12-LOX inh | HP1b binding inh | GLS inh | Tb PGK inh | rTrxR1 inhibitor | ERG-DNA inh | Pin1 inhibitor | JMJD2A Tudor | RGS4 inhibitor
O=C(CCc1ccccn1)N1CCCC(Nc2cccc(F)c2)C1 (configuration not stated) | -15.6% | 29.1% | 3.1% | -1.6% | -3.1% | -2.2% | -10.5% | 7.08µM* | -5.9%[56.9 µM]
O=C(Cn1c(=O)cnc2ccccc21)Nc1cccc(S(=O)(=O)N2CCOCC2)c1 | 39.8%[activator] | 12.1% | 2.6% | -8.7% | 6.9% | 1.0% | 7.3% | -22.1% | 21.1%
Cn1c(SCC(=O)c2c(N)n(C)c(=O)n(C)c2=O)nnc1-c1ccccc1 | -9.2% | 25.5% | -2.7% | -3.7% | 12.0%[57.1 µM] | 0.9% | 0.5% | -8.3% | -14.1%
O=C1CCCC2=C1C(c1ccsc1)CC(=O)N2c1ccccc1F (configuration not stated) | 4.3% | 19.5% | -1.6% | -3.8% | 0.2% | -5.2% | 0.5% | 6.2% | -4.9%
OC(CNCCCN1CCCCC1)COc1ccccc1 (configuration not stated) | 12.8% | 14.5% | 5.4% | 2.3% | -5.6% | -0.8% | 2.5% | -25.8% | 20.2%
C=CCc1ccccc1Oc1cc(OC)nc(N)n1 | -4.5% | 34.7% | -2.9% | -8.9% | 6.1% | -6.6% | 0.1% | -11.7% | -4.9%
CN(C)CCCNC(=S)N(CCO)Cc1cc2cc3c(cc2[nH]c1=O)OCO3 | 18.9% | 32.0% | -1.7% | -3.0% | -10.8% | 8.5% | 1.0% | -12.0% | 5.4%
O=C(NCc1csc(-c2cccs2)n1)c1cccc(Cl)c1 | 0.0% | 44.2%[activator] | -7.1% | -4.3% | 12.9%[57.1 µM] | 1.2% | 3.1% | 6.8% | -8.6%
CC(=O)c1cccc(NC(=O)c2ccc(C(=O)Nc3cccc(C(C)=O)c3)nc2)c1 | ? | 13.6% | 3.2% | -2.3% | -11.8% | -2.1% | 11.0% | 20µM* | -11.9%
S=c1[nH]nc(-c2ccccc2)n1Cc1ccccc1 | ? | -3.3% | -5.8% | -6.1% | -33.8% | -3.9% | -8.3% | 11.2µM* | -29.2%
COc1ccc2c(c1OC)C(=O)N(c1ccc(C)cc1)C2 | 0.0% | 33.1%[activator] | -1.8% | i | 21.5%[57.1 µM] | 6.4% | -2.2% | ? | -19.3%
CCC(=O)Oc1ccc(C(=O)Nc2c[nH]c(=O)[nH]c2=O)cc1 | 0.5% | 22.8% | -2.0% | -13.5% | -7.4% | -3.4% | -4.5% | -5.9% | -18.6%
Cc1cccc(NCc2ccccc2O)c1C | ? | 0.6% | -1.0% | 1.8% | 2.8% | -0.5% | ? | ? | 16.8%
CSc1nc(N)nc(SCC(=O)Nc2ccc(Cl)cc2)c1C#N | -7.8% | 11.3% | 2.2% | -0.3% | -1.1%[57.1 µM] | -0.3% | 2.5% | -18.8% | 15.3%
O=C(COC(=O)CCC(=O)Nc1nccs1)NCc1ccco1 | 0.0% | 14.2% | 6.4% | -1.2% | ? | -2.5% | 0.4% | -6.0% | 20.9%
Cc1cccc(Cc2nnc(CCC(=O)N(C)Cc3ccncc3C)o2)c1 | -6.3% | 29.4% | -1.0% | i | 27.5%[57.1 µM] | -0.2% | 2.1% | -2.8% | -25.6%
Cc1ccc(Cl)cc1NC(=O)Cn1nc(-c2cccs2)ccc1=O | -20.6% | 29.8% | -14.5% | -6.8% | 17.8% | -3.0% | 75.0%[activator] | -13.1% | -53.3%
O=C(Nc1ccc(F)cc1)N1CCCN(c2nccc(C(F)(F)F)n2)CC1 | 46.4%[activator] | 44.3%[activator] | -1.5% | -6.8% | 9.9% | 12.6% | -2.6% | 9.3% | -7.4%
Cc1nc(-c2ccccc2)sc1-c1ccn[nH]1 | -10.6% | 33.0%[activator] | 14.5% | -8.5% | 70.1% | -0.3% | -5.4% | -12.3% | -13.8%
Cc1cc(NC(=O)COc2ccccc2C)ccc1NC(=O)c1ccco1 | 4.7% | -0.8% | 5.7% | i | 8.2% | 3.1% | -3.7% | -17.2% | 10.7%
O=C(NCC(c1ccco1)N1CCN(c2ccccc2F)CC1)c1ccco1 (configuration not stated) | -18.8% | -5.6% | 5.6% | -4.6% | -8.8% | -2.3% | -2.7% | -29.1% | -0.1%
CC1CCN(C(=O)Nc2cccc(NC(=O)N3CCC(C)CC3)c2)CC1 | -3.8% | -7.6% | 11.1% | -9.1% | 37.5%[activator] | -3.1% | -1.5% | 12.0% | 36.6%
O=C1C2C3C=CC(C3)C2C(=O)N1CCN1CCN(S(=O)(=O)c2ccc3ccccc3c2)CC1 (configuration not stated) | 2.8% | 28.6% | 1.9% | i | -1.0% | -2.7% | -4.6% | -16.4% | -36.9%
CCCCCC1CC(CC(C)C(=O)Nc2nncs2)C(=O)O1 (configuration not stated) | -0.2% | 20.4% | 13.2% | 1.1% | -9.1% | -9.6% | -0.1% | -7.3% | 17.5%
Nc1ccc(Br)cc1Br | 180.0%[activator] | 30.0% | -4.4% | i | 8.9%[2.29 µM] | 9.2% | 1.1% | -2.8% | 5.7%
Remaining list, next part
SMILES | 12-LOX inh | HP1b binding inh | GLS inh | Tb PGK inh | rTrxR1 inhibitor | ERG-DNA inh | Pin1 inhibitor | JMJD2A Tudor | RGS4 inhibitor
Cc1cccc(CSc2ncccc2C(=O)O)c1 | ? | 42.3%&37.1%[activator] | 7.1%&10.9% | 10.9%&-2.1% | 5.2%[57.1 µM] | -1.1%&10.7% | -7.2%&-7.6% | 50.1µM* | 14.8%&11.3%
Cc1cc(=O)oc2c(C)cc(C(C)(C)C)cc12 | 0.5% | 34.7% | 0.0% | -4.0% | 24.2% | 4.8% | -1.5% | 1.4% | 3.0%
C=CCn1c(SCC#N)nc2sc(CC)cc2c1=O | -24.6% | 62.9%[activator] | 3.4% | -8.9% | 16.3% | -2.6% | -5.6% | 0.7% | -10.8%
Cc1ccc(C(=O)Nc2cccc3cccnc23)cc1C | -9.7%&1.3% | 138.9%[activator] | -4.4% | -0.6% | 12.5%[57.1 µM] | -0.4% | -3.9% | 106.1%[activator] | -2.5%
COc1ccc(CN=C2NN=C(c3ccc(Cl)cc3)CS2)cc1 | -5.2% | 18.7% | 1.7% | -9.4% | 12.6%[57.1 µM] | 1.3% | -12.5% | -8.6% | -13.0%
COc1ccc(NC(=O)COC(=O)c2cc(C)oc2C)cc1OC | 6.3% | 24.5% | 1.0% | i | 18.3% | 0.4% | 1.7% | -14.8% | -1.3%
Cn1ncc(C(=O)Nc2ccc(Cl)cc2)c1C(F)(F)F | 191.8%[activator] | 18.3% | 0.0% | -4.3% | 10.4%[11.4 µM] | 9.6% | -10.8% | -1.0% | 7.3%
C=CCc1ccccc1OCCCCN1CCCC1 | ? | ? | 5.9% | 1.3% | -3.2% | -11.9% | ? | 10µM* | -2.7%
COc1ccc(C(=O)Nc2ccccc2C(=O)NCc2ccco2)cc1 | -10.4% | 3.2% | 4.4% | 2.7% | 2.8% | -1.0% | 2.5% | -3.4% | 5.4%
COCC(=O)Nc1ccc(C(N)=O)cc1 | -19.6% | 13.8% | 1.2% | -6.2% | 21.5% | -1.5% | -9.5% | -26.1% | 16.2%
CC(C)(C)n1nc2c(c1NC(=O)Cc1ccccc1)CS(=O)(=O)C2 | 3.8% | 9.2% | -2.2% | -8.5% | 8.6%[57.1 µM] | 5.8% | 2.7% | ? | 20.2%
COc1ccc(N2CC(NC(=O)C(=O)c3c(C)[nH]c4ccccc34)CC2=O)cc1 (configuration not stated) | -33.4% | 36.5% | 8.3% | -12.0% | 8.8%[57.1 µM] | 0.2% | 1.0% | -5.2% | 2.5%
CCC(CC)NC(=O)c1ccc2c(c1)OCCO2 | -2.4% | 15.6% | 1.6% | -9.4% | -6.1% | -4.2% | -1.0% | 3.6% | -3.3%
CC(=O)N1CCc2cc(Br)cc(S(=O)(=O)NCCCN(C)Cc3ccccc3)c21 | -16.6% | -12.8% | -14.7% | i | 19.6% | -3.0% | -11.4% | -14.1% | 12.9%
CCn1c(SCC(=O)Nc2cccc(F)c2)nnc1-c1cc2cc(Br)ccc2o1 | ? | 14.8% | 5.8% | i | 22.4%[57.1 µM] | -1.6% | 2.8% | -20.4% | -6.3%
COc1cccc(NC(=O)CC(C)=O)c1 | 0.5% | 21.1% | 12.3% | 7.5% | ? | · | -5.7% | -7.6% | 18.4%
Cc1ccccc1N1CC(C(=O)Nc2nnc(SCC(=O)Nc3nccs3)s2)CC1=O (configuration not stated) | -8.5% | -11.0% | 6.2% | -3.7% | 3.4% | 0.7% | 36.6%[activator] | -17.7% | -24.4%
CCOCCCN1C(=O)CN(C2CCCCC2)C(=O)C1c1ccc(OCC)c(OC)c1 (configuration not stated) | 5.9% | 17.4% | 1.4% | -4.9% | 6.4% | 16.1% | -6.1% | 0.7% | 12.2%
Cc1ccc(C(O)(COC(=O)C(C)C)COC(=O)C(C)C)c(O)c1 | -14.7% | 15.3% | 12.2% | -7.7% | ? | -14.1% | 0.5% | -13.6% | -3.2%
CCOc1ccc2[nH]c3c(NCC(C)C)ncnc3c2c1 | · | 17.9% | 13.2% | -9.6% | -21.3% | 6.0% | 1.8% | -27.4% | 22.9%
Cc1cc2oc(=O)c(CC(=O)O)c(C)c2c2occ(-c3ccc(F)cc3)c12 | -16.8% | 30.2% | 9.8% | -2.6% | 12.1% | 5.0% | 1.0% | -19.1% | 2.8%
